# Screens deposited in PubChem by several laboratories.
# NOD1 inhibition = inhibition of NOD1-driven NF-kB reporter – cell-based, luminescence, uHTS, primary screen (AID 1578); NOD1-driven NF-kB luciferase reporter cells, luminescence; higher % means a stronger effect; inhibition, % at 4 µM; hits with a dose series show EC50 in µM; actives 1% (n = 290,000); in the data active = inhibition mostly above about 36%, no sharp cut-off; inactive = mostly below about 34%;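 also: HEK-293T reporter cells stimulated with the NOD1 agonist gamma-tri-DAP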
# HEK293 NOD2/NF-kB = NOD2 signaling inhibitors, cell-based, luminescence, uHTS, HEK293 (AID 1566); HEK293 NOD2/NF-kB luciferase reporter, luminescence; higher % means a stronger effect; one-dose inhibition, % at 4 µM; EC50 in µM for titrated hits; actives 0.63% (n = 290,000); also: many of its hits are not listed in these tables
# PhoP inhibition = PhoP-dependent GFP reporter repression – Salmonella Typhimurium, primary screen (AID 1863). S. Typhimurium PhoP-regulated promoter GFP reporter, 4 h; higher % means a stronger effect. actives 0.16% (n = 300,000). one-dose inhibition, % at 50 µM; IC50 in µM for titrated hits;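 active = inhibition over 29.93%, a cutoff 3 SD above the screen mean, later confirmed by dose response; inconclusive = inhibition over 29.93% but no dose response follow-up; inactive = inhibition at most 29.93% or unconfirmed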;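 also: 0% = low Mg2+ inducing control and 100% = high Mg2+ repressing control; strong numbers were not always called active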
# Siah-1 displacement = blockers of Siah-1 interaction with plectin peptide – biochemical, fluorescence polarization, rhodamine-plectin, uHTS, primary screen (AID 1817) | Siah-1 / rhodamine-plectin peptide fluorescence polarization; higher % means a stronger effect | one-dose displacement, % at 20 µM; IC50 in µM for titrated hits | actives 0.02% (n = 290,000);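 active = displacement of at least 50% at 20 µM, with a fluorescence ratio check between 0.3 and a set limit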;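 also: plate controls were Siah plus tracer with DMSO for no effect and tracer alone without Siah for full effect; strong numbers were not always called active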
# HIV fusion peptide = cell-free HIV fusion peptide-binding blockers – biochemical, uHTS, fluorescence dequenching, primary screen (AID 1986); cell-free peptide binding, fluorescence dequenching, 30 min; higher % means a stronger effect; actives 0.3% (n = 290,000); one-dose inhibition, % at 20 µM; IC50 in µM for titrated hits; in the data active = inhibition mostly above about 52%, no sharp cut-off; inactive = mostly below about 76%; also: some results filed as inactive read as strong as hits
# LYP phosphatase = inhibitors of LYP phosphatase, biochemical, fluorescence intensity, uHTS (AID 1779); recombinant LYP phosphatase, fluorescence intensity; higher % means a stronger effect; inhibition, % at 11.5 µM; hits with a dose series show IC50 in µM; actives 0.054% (n = 290,000);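 also: plate controls were vehicle with enzyme for no effect and no enzyme for full effect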
# KOR beta-arrestin-1 = KOR agonists, beta-arrestin recruitment, primary screen, cell-based, luminescence, uHTS (AID 1777). KOR beta-arrestin recruitment, luminescence; higher % means a stronger effect. one-dose activation, % at 10 µM; EC50 in µM for titrated hits. actives 0.02% (n = 280,000); in the data active = activation above about 50%, passing the limit was not always enough; also: a part of the inactive calls stands beside numbers as strong as those of hits
# Myeloid diff 2 = compounds promoting myeloid differentiation; ER-HoxA9 myeloid progenitors, lysozyme-GFP differentiation, flow cytometry; calls only at 10 µM; actives 1% (n = 360,000); AID 624256;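 active = normalized GFP-positive differentiation at or above the plate's own cutoff, the solvent-only control mean plus 3 SD; inconclusive = no clear call, values can overlap the other calls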;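 also: cells exposed to compound for four days before flow analysis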
# KOR beta-arrestin-2 = KOR antagonists, beta-arrestin recruitment, cell-based, luminescence, uHTS (AID 1778). KOR beta-arrestin recruitment, luminescence, antagonist mode; higher % means a stronger effect. one-dose inhibition, % at 10 µM; IC50 in µM for titrated hits. actives 0.091% (n = 290,000); also: strong numbers were not always called active
# Myeloid diff 2 GFP+ MAC1+ % = recorded beside Myeloid diff 2, whose call it bears; GFP+ MAC1+ double positive, %; measured here: differentiation confirmed by MAC1 staining
# * = called active by the depositor; i = inactive; ? = inconclusive; / = not tested or not shown; + = active, no number; [ ] = remark or other dose. Rule as the data show it, unless noted: active = inhibition above about 50%; inactive = the rest. The list is partial (hit frequency here may not be typical).
SMILES,NOD1 inhibition,HEK293 NOD2/NF-kB,PhoP inhibition,Siah-1 displacement,HIV fusion peptide,LYP phosphatase,KOR beta-arrestin-1,Myeloid diff 2,Myeloid diff 2 GFP+ MAC1+ %,KOR beta-arrestin-2
CCCCNC(=O)c1ccc(SCC(=O)N(CC)CC)c([N+](=O)[O-])c1,-22%,17%,-3%,1%,2.1%,-3%,-4.1%,i,0.3,12%
CCOC(=O)c1ccc(NC(=O)COc2ccccc2CNCCc2ccccc2)cc1,3%,8%,-2%,-8%,0.2%,2%,8.7%,i,0.8,-30%
COc1ccccc1CNC(=O)C(C)c1ccc([N+](=O)[O-])cc1 (stereo not given),-24%,-10%,-5%,-4%,-1.5%,-8%,-2.1%,i,0.5,5%[20 µM]
C=CCOC(=O)C1=C(C)NC(=O)NC1c1ccc2c(c1)OCO2 (stereo not given),2%,0%,-3%,-3%,-0.1%,-10%,0.9%,i,0.4,-11%
CSC1=N/C(=C\c2ccc3c(c2)OCO3)C(=O)S1,13%,-5%,-19%,0%,-1.1%,-10%,8.5%,i,0.7,-4%
CCSc1nc(N)c2c(C)c(C)sc2n1,-19%,10%,0%,1%,1.4%,3%,-1.2%,i,1.5,-35%
NC(=O)NC(=O)COC(=O)c1ccccc1Oc1ccccc1,10%,17%,-22%,-6%,1.3%,-15%,2.5%,i,0.6,-52%
COc1ccccc1-c1nc2ccccc2c(=O)n1NC(=O)c1cccs1,-17%,17%,5%,10%,-0.4%,-3%,-0.1%,i,0.7,-9%
COc1ccc(CN2CCC(n3nccc3NC(=O)C3CCCC3)CC2)c(OC)c1,-22%,4%,-2%,-6%,-0.8%,-6%,-0.8%,i,4.3,-18%
COc1cc(S(=O)(=O)N(Cc2cccs2)CC2CCCO2)ccc1-n1cnnn1 (stereo not given),-12%,-8%,14%,-2%,2.6%,-2%,-3.3%,i,5.1,-31%
COc1cc(CN2CCN(C(C)C)C(CCO)C2)ccc1OCc1ccccc1 (stereo not given),-35%,-8%,3%,1%,-0.9%,-1%,-2.5%,i,0.2,-2%
CCOn1c(=O)c(-c2ccc(OC)cc2)[n+]([O-])c2ccccc21,40%,10%,-22%,-2%,5.1%,-1%,-6.8%,i,0.5,-24%

# A different layout for four compounds above.
canonical_smiles | NOD1 inhibition | HEK293 NOD2/NF-kB | PhoP inhibition | Siah-1 displacement | HIV fusion peptide | LYP phosphatase | KOR beta-arrestin-1 | Myeloid diff 2 | Myeloid diff 2 GFP+ MAC1+ % | KOR beta-arrestin-2
CCOn1c(=O)c(-c2ccc(OC)cc2)[n+]([O-])c2ccccc21 | 40% | 10% | -22% | -2% | 5.1% | -1% | -6.8% | i | 0.5 | -24%
CSC1=N/C(=C\c2ccc3c(c2)OCO3)C(=O)S1 | 13% | -5% | -19% | 0% | -1.1% | -10% | 8.5% | i | 0.7 | -4%
CCOC(=O)c1ccc(NC(=O)COc2ccccc2CNCCc2ccccc2)cc1 | 3% | 8% | -2% | -8% | 0.2% | 2% | 8.7% | i | 0.8 | -30%
COc1cc(S(=O)(=O)N(Cc2cccs2)CC2CCCO2)ccc1-n1cnnn1 (stereo not given) | -12% | -8% | 14% | -2% | 2.6% | -2% | -3.3% | i | 5.1 | -31%

# Next section:
SMILES,NOD1 inhibition,HEK293 NOD2/NF-kB,PhoP inhibition,Siah-1 displacement,HIV fusion peptide,LYP phosphatase,KOR beta-arrestin-1,Myeloid diff 2,Myeloid diff 2 GFP+ MAC1+ %,KOR beta-arrestin-2
O=C(NCC1CCN(c2ccc(S(=O)(=O)N3CCOCC3)cc2)CC1)Nc1ccccc1,-15%,6%,4%,-1%,-0.6%,-3%,-0.5%,i,0.4,-34%
O=C(c1ccccc1-n1cccn1)N1CCc2c([nH]c3ccccc23)C1c1ccccn1 (stereo not given),-33%,-8%,-13%,10%,-0.5%,-2%,-1.6%,i,0.4,2%
COc1ccccc1Nc1ccncc1[N+](=O)[O-],-23%,22%,-1%,6%,-0.1%,-4%,/,i,0.8,-45%[20 µM]
COc1cc(CO)ccc1OCC(=O)Nc1ccc(Br)cc1,-40%,-59%,-1%,12%,0.0%,-6%,1.9%,i,0.3,-75%[20 µM]
CCOC(=O)CSc1ccc(C(=O)NCCCN2CCOCC2)cc1[N+](=O)[O-],-5%,15%,-6%,-1%,1.3%,-5%,-1.1%,i,0.5,25%
C=CCn1c(=O)c(C(=O)Nc2cccnc2)c(O)c2ccccc21,-23%,0%,10%,-2%,5.4%,3%,-1.1%,i,0.7,8%
CN(CCOc1ccc(F)cc1)Cc1ccccc1,-27%,-4%,-4%,3%,-0.1%,-12%,-7.0%,i,0.7,-17%[20 µM]
Cc1c(CC(=O)NCC(=O)O)c(=O)oc2cc3occ(-c4ccccc4)c3cc12,-9%,-13%,-6%,0%,11%,5%,1.9%,i,0.6,-18%
COc1ccc(C(=O)N/N=C\c2coc3ccc(C)cc3c2=O)cc1,44%,9%,2%,10%,-2.3%,-7%,5.7%,?,/,3%
NC(=O)CSc1nnc(-c2ccccn2)n1Cc1ccco1,-8%,4%,-5%,0%,0.8%,-8%,2.2%,i,0.6,-8%
O=S(=O)(Nc1cccc(-c2nnco2)c1)c1ccc(Cl)cc1,7%,14%,-10%,7%,1.4%,-3%,1.3%,i,0.7,-10%
Cc1ccc(/C=N/NC(=O)CNC(=O)c2cccs2)o1,-39%,8%,-4%,7%,-2.1%,2%,-1.1%,i,0.8,-7%
COc1cc(O)c(C(CCN2CCN(c3ccccc3)CC2)c2ccc(N(C)C)cc2)c(OC)c1 (stereo not given),-11%,-15%,2%,-4%,-0.3%,-4%,0.1%,i,6.0,12%
Cc1ccc2c(CN3CCN(S(=O)(=O)/C=C/c4ccccc4)CC3)cc(=O)oc2c1,2%,17%,9%,4%,0.1%,7%,13%,i,0.4,2%
NC(=O)CN1C(=O)C(=O)N(Cc2cccc(C(F)(F)F)c2)C1=O,13%,-43%,-4%,-7%,-1.1%,-4%,1.5%,i,0.5,10%
CCOC(=O)c1c(C)oc2c1c1c(c3ccccc32)OCN(CCCC(=O)O)C1,-8%,16%,13%,5%,4.8%,0%,2.9%,i,0.3,10%
Cc1ccccc1-n1c(=O)cc(N2CCN(C(=O)c3ccco3)CC2)[nH]c1=O,-6%,1%,-1%,-6%,1.1%,-6%,4.3%,i,1.5,7%
CCOC(=O)CSc1nc2c(sc(=S)n2-c2ccccc2OC)c(=O)n1Cc1ccco1,-18%,7%,5%,2%,1.8%,2%,-0.7%,i,2.3,-360%
COc1cc(C)c(S(=O)(=O)N2CCOCC2)cc1C(C)C,-2%,2%,6%,0%,1.0%,-3%,-2.2%,i,0.7,4%
O=[N+]([O-])c1ccc(S(=O)(=O)Nc2ccc3c(c2)OCCO3)cc1,0%,5%,2%,-3%,-2.7%,-10%,-3.4%,i,0.4,-2%[20 µM]
O=c1c(/C=C(\O)c2ccc(F)cc2)nc2ccccc2n1-c1ccccc1,-56%,17%,-36%,0%,-2.5%,2%,83%,+,31*,13%
Cc1cc(OCC(=O)Nc2ccc3oc(-c4ccncc4)nc3c2)ccc1Cl,-28%,9%,-2%,0%,-2.6%,-10%,0.2%,i,0.8,26%
CCOc1c(Cl)cc(CNCC(C)C)cc1OC,-32%,-13%,1%,0%,-1.3%,-9%,2.6%,i,1.4,-7%
COc1cccc(NC(=S)N(Cc2ccc(C(=O)O)cc2)Cc2ccc(OC)c(OC)c2)c1,-28%,11%,-6%,2%,1.2%,0%,5.3%,i,0.4,16%
CCc1cccc(OCCCCN(CC)CC)c1,-22%,7%,14%,6%,-1.3%,0%,1.7%,i,1.0,16%
N#CCSc1ccsc1C(=O)Nc1ccc(F)cc1,15%,-13%,0%,-7%,-1.9%,1%,-5.4%,i,7.1,7%
CCCN1CCC(=O)N([C@H](COc2ccccc2)c2ccccc2)CC1,23%,-14%,9%,-4%,-1.4%,-8%,-2.8%,i,1.5,-2%[20 µM]
c1cn2c(Nc3ccc4c(c3)OCCO4)c(-c3ccc(N4CCOCC4)cc3)nc2cn1,-5%,-5%,-5%,1%,-2.9%,-4%,/,i,0.1,2%
Cc1ccc(C)c(OCCn2cc(C(=O)O)c3ccccc32)c1,-7%,-9%,10%,1%,5.9%,-2%,-1.7%,i,0.1,3%
COc1cc(/C=C2\C(=O)ON=C2c2ccccc2)cc(OC)c1OC,10%,7%,-3%,-5%,1.4%,-3%,-1.1%,i,0.4,24%
O=C(CCc1c[nH]c2ccccc12)N[C@@H](Cc1c[nH]c2ccc(O)cc12)C(=O)O,2%,12%,-5%,2%,2.3%,-5%,-1.2%,i,0.3,18%
COc1ccc(OC)c(NC(=O)CSc2nnnn2-c2ccc3c(c2)OCO3)c1,4%,25%,-2%,4%,0.2%,-4%,-6.8%,i,12,12%
COCC(C)NS(=O)(=O)c1ccc(C(=O)NC(Cc2ccccc2)c2ccccc2)cc1 (stereo not given),1%,2%,3%,0%,0.0%,-8%,-2.2%,i,0.6,0%
Cc1nn(C)cc1CNC(=O)c1cnn2c(C(F)F)cc(C3CC3)nc12,13%,13%,7%,-2%,-2.0%,-7%,-0.3%,i,0.7,-6%
CC(=O)Nc1ccc(S(=O)(=O)Nc2ccc(N3CCOCC3)c(F)c2)cc1,-9%,9%,5%,2%,14%,-4%,-4.3%,i,3.7,-22%
CC(C)(C)Nc1nc(NC(C)(C)C)nc(-n2ccnc2)n1,-15%,-2%,-9%,4%,-1.8%,2%,-4.3%,i,1.2,8%
C/C(=N/Nc1ccccc1[N+](=O)[O-])c1ccc(C)c([N+](=O)[O-])c1,-8%,-14%,/,4%,0.4%,-4%,1.4%,i,0.7,22%
CCCCNC(=O)Nc1ccccn1,6%,8%,6%,-1%,0.5%,-10%,-2.7%,i,0.8,-110%
COc1cc(OC)c(OC)cc1CN1CCCC(C(=O)c2ccccc2SC)C1 (stereo not given),-28%,18%,9%,-2%,-0.8%,-6%,3.6%,i,0.3,-38%
CC(=O)Nc1ccc(S(=O)(=O)NCC2CCC(C(=O)N3CCN(c4ccccn4)CC3)CC2)cc1 (stereo not given),10%,-4%,-3%,3%,-2.1%,-4%,2.6%,i,0.6,-55%
NS(=O)(=O)c1ccc(NC(=O)/C(=C/c2ccncc2)NC(=O)c2ccccc2)cc1,-22%,12%,-9%,6%,0.9%,-2%,1.5%,i,0.9,-25%
COc1ccccc1NC(=O)COC(=O)CC(C)(C)CC1=NS(=O)(=O)c2ccccc2N1,14%,20%,-2%,-5%,0.4%,-11%,2.3%,i,2.4,-12%
Cc1ccc2nc3c(cc(C(=O)NCCCn4ccnc4)n3C)c(=O)n2c1,-3%,5%,5%,2%,-3.1%,-34%,-1.9%,i,0.7,8%
COc1ccc(Cn2c(CCCO)nc3ccccc32)cc1OC,16%,11%,-10%,2%,-0.6%,-6%,-4.0%,i,1.0,-44%
CCOc1ccccc1OCC(=O)Nc1nnc(COC)s1,-6%,20%,3%,-10%,0.5%,-7%,4.2%,i,2.1,-39%
O=C(CCN1C(=O)S/C(=C/c2ccccc2)C1=O)Nc1ccc(C(=O)O)c(O)c1,9%,-21%,-13%,-6%,29%,-8%,8.2%,i,5.5,-2%
